Screening results: PubChem, several laboratories
Shn3 3UTR inh: inhibitors of Schnurri-3 3'UTR reporter in osteoblasts; inhibition, % at 12.5 µM; AID 588674; Clone20 osteoblast Shn3 3'UTR firefly luciferase, 24 h; 360,000 compounds, 0.52% hits;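 active = mean inhibition of at least 75% with every replicate also reaching 75%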;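 also: 0% = median of neutral control wells and 100% = pilot-screen positive control compound; some compounds past the cut are filed as inactive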
TROY signal inh: blocks TROY-dependent signaling in reporter cells | 360,000 compounds, 0.98% hits | Q293 LMP1-TROYcd NF-kB luciferase reporter, 4 h | inhibition, % at 10 µM;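 active = compounds whose plate-normalised and pattern-corrected inhibition of the luciferase reporter signal at the single screening dose is 50% or more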
KKLEB cytotox: counter-screen for CF NF-kB inhibitors: cytotoxicity; KKLEB CF airway cells viability, ATPlite luminescence, overnight; hits give low values; cells stimulated with P. aeruginosa culture filtrate; activity change (cytotoxicity), % at 5 µM; 360,000 compounds, 0.36% hits; AID 602141;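 active = corrected activity change at or below -50% at 5 µM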
LRH-1 inv ag: NR5A2 inverse agonism in reporter assay | O00482 | AID 602396 | 360,000 compounds, 0.13% hits | HEK293T StAR-luciferase reporter, LRH-1 transfected, 24 h | inhibition, % at 3.6 µM;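 active = inhibition above the mean inhibition of all tested compounds plus 3 SD, cut at about 73% in these data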;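 also: 0% = DMSO wells and 100% = reporter-only cells lacking LRH-1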
Target sequence (O00482 whole entry, looked up): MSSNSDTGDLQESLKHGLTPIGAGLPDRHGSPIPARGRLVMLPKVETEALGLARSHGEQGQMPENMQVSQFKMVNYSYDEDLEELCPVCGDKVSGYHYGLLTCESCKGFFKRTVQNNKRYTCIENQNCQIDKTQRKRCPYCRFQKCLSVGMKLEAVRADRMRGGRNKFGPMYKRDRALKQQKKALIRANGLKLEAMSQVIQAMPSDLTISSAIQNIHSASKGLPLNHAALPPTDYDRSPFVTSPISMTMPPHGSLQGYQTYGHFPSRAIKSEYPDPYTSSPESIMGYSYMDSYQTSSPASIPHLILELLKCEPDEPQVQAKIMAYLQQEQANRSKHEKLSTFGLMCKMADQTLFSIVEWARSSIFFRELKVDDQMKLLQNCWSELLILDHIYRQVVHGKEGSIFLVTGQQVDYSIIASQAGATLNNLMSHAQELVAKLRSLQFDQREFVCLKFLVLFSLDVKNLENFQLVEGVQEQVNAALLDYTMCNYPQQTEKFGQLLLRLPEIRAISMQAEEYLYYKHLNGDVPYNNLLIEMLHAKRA
CF NFkB inh: blocks PAF-induced NF-kB reporter in cystic fibrosis cells. KKLEB NF-kB-GFP reporter, GFP fluorescence overnight. inhibition, % at 5 µM. 360,000 compounds, 0.86% hits;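 active = at least 50% inhibition at 5 µM, scaled per plate between neutral and stimulator controls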;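 also: PAF is a Pseudomonas aeruginosa culture filtrate used as stimulus; plate controls were PAF-stimulated DMSO wells for no effect and unstimulated DMSO wells for full effect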
LMP1 NFkB inh: Epstein-Barr LMP1 NF-kappaB reporter inhibition. LMP1-induced NF-kappaB luciferase reporter cells, luminescence. inhibition, % at 12.5 µM. 350,000 compounds, 0.69% hits. AID 504558; in the data active = inhibition above about 41%;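 also: 0% = neutral control wells and 100% = reference inhibitor control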
C8 TRAIL sens: caspase-8 TRAIL sensitization | NB7+C8 cells + TRAIL, ATPlite viability luminescence | inhibition (viability loss, TRAIL sensitization), % at 10 µM | 360,000 compounds, 1% hits | AID 624354;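 active = compounds causing at least 50% loss of cell viability in the single-dose screen, relative to plate controls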
NR2F2 inh: NR2F2 (human) inhibition, primary screen; P24468; HEK293T NGFI-A luciferase reporter, luminescence; inhibition, % at 8.6 µM; 370,000 compounds, 0.7% hits; AID 686940;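 active = inhibition above a per-plate cutoff, mean inhibition of test wells between control levels plus 3 SD, cut at about 38% in these data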;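 also: cells cotransfected with COUP-TFII expression vector driving the NGFI-A reporter; 0% = median of COUP-TF2 test wells and 100% = reporter-only cells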
Target sequence (P24468 whole entry, looked up): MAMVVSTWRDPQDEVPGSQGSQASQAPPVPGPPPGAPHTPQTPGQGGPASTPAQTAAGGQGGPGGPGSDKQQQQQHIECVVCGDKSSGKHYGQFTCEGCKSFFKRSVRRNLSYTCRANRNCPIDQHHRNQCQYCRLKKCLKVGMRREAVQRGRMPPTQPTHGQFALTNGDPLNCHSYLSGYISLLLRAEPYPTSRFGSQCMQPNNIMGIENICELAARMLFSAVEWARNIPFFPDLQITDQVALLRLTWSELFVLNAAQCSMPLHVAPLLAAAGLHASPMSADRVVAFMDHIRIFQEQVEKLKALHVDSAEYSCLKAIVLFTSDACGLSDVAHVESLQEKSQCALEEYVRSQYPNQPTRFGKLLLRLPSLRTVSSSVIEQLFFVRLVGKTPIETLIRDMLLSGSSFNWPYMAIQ
TWEAK Fn14 block: inhibitors of TWEAK-Fn14 interaction signaling. TWEAK-stimulated Fn14 reporter cells, luciferase luminescence, 8 h. inhibition, % at 10 µM. 360,000 compounds, 2% hits; in the data active = inhibition above about 50%
NCOA1 inh: inhibitors of human steroid receptor coactivator 1 (SRC1) | Q15788 | inhibition, % at 3.6 µM | 360,000 compounds, 0.12% hits | HEK293 GAL4-SRC1 luciferase reporter, luminescence;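 active = inhibition above the campaign mean plus 3 SD, with each screening campaign given its own cutoff, cut at about 60% in these data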;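 also: 0% = DMSO treated cells and 100% = gossypol at 36 µM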
SRC3 inh: inhibits human SRC3 coactivator. HEK293 GAL4-SRC3 luciferase reporter, luminescence. inhibition, % at 3.6 µM. 360,000 compounds, 0.17% hits. AID 588352;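 active = inhibition above a per-campaign cutoff, the mean of all compounds plus 3 SD, cut at about 60% in these data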;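 also: 0% = DMSO-treated cells and 100% = gossypol-treated cells at 36 µM; higher means less SRC3-driven luciferase light from the GAL4 reporter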
Active calls of the source: *; / = not tested or not shown. These rows are one share of the data; count on the stated rates, not on these rows.

SMILES	Shn3 3UTR inh	TROY signal inh	KKLEB cytotox	LRH-1 inv ag	CF NFkB inh	LMP1 NFkB inh	C8 TRAIL sens	NR2F2 inh	TWEAK Fn14 block	NCOA1 inh	SRC3 inh
CCn1c(SCC(=O)NC2CC2)nnc1-c1ccccn1	-9	-17	0	17	-3	8	2	1	7	-12	12
COc1ccc(-c2noc(N3CCC(C(=O)Nc4ccc(F)cc4)CC3)n2)cc1	13	1	-6	0	15	5	1	-6	17	-25	5
Cc1ccc(NC(=O)C(c2ccccc2)c2ccccc2)c(O)c1	2	12	2	23	19	-2	-12	18	2	-1	-6
CC(=O)Nc1ccc(-c2nc3ccccc3o2)cc1	-96	-62	4	-127	-29	-33	33	-49	7	-81	-103
COc1cccc(NC(=O)CSc2c3c(nc4ccccc24)CCCC3)c1	22	-39	-13	-2	34	3	12	-4	15	5	-36
Cn1cnnc1SCC(=O)Nc1ccccc1C(=O)NC1CCCC1	-6	-33	4	-12	-10	1	-11	-9	11	4	8
CCCCNC(=O)O[C@@H]1C[C@H]2CCCC(=O)N3CC[C@@H](C1)[C@@H]23	-6	-17	-11	12	11	-7	-25	4	-1	-25	4
Fc1ccc(Nc2c3c(nc4ccccc24)CCC3)cc1	79	15	-22	-14	4	7	17	19	-4	2	12
CCS(=O)(=O)c1ccc2oc(Nc3cccc(OC)c3)nc2c1	-35	-35	-2	-9	-15	-29	1	-13	-21	-33	-15
CC(=O)c1cccc(CN2CCCC(C(=O)c3ccc4c(c3)OCO4)C2)c1 (stereo not given)	12	8	11	-7	-24	3	0	5	-20	-22	11
CC(=O)NCCNc1nc2c(-c3cccc(C(F)(F)F)c3)nnn2c2ccccc12	-5	5	17	12	-1	4	-18	-11	-15	-13	-106
C=CCC1[C@H](C)[C@H]2[C@@H]3CC[C@@H](C3)[C@H]2CN1S(=O)(=O)c1ccc(C)cc1 (stereo not given in full)	5	-5	16	-2	14	-4	3	1	-8	-8	-14
COc1ccccc1CNC(=O)c1ccc(NS(=O)(=O)c2cccs2)cc1	3	3	-9	-4	9	-3	3	-6	-13	-1	-7
CC[C@@]1(C(=O)OC)N[C@H](CN(C)C(=O)c2ccc(C)cc2)[C@@H]2C(=O)N(Cc3ccccc3)C(=O)[C@@H]21	-9	1	-1	8	-35	-4	-11	16	17	3	7
COCCSc1ccccc1C(=O)Nc1ccc([N+](=O)[O-])cc1OC	6	4	2	18	-14	-5	-3	-1	6	-54	2
Cc1cc(C(=O)NC(C)c2ccncc2)cs1 (stereo not given)	9	-1	7	8	1	1	6	-5	-2	-12	0
COc1cc2ccccc2cc1C(=O)Nc1ccc(O)cc1	-116	-3	-15	-132	0	-33	39	-68	-1	-68	-82
CC(C)NC(=O)c1ccccc1S(=O)(=O)c1ccccc1C#N	-10	-21	-17	-7	-12	-4	-1	-1	6	-14	13
CCc1cc2cc(C(=O)N3CCN(c4ccccc4)CC3)sc2s1	4	-21	5	-15	-16	-2	-8	2	-14	9	5
COc1ccc(-c2ccc(SCC(=O)NCc3ccc4c(c3)OCO4)nn2)cc1OC	-6	-16	-9	-1	12	2	4	8	-19	-12	10
CCc1nn(C(C)C(=O)NC2CCCCCC2)c(=O)c2cc3occc3n12 (stereo not given)	-8	-13	-9	-16	-1	-2	-3	13	-12	-5	7
CC(=O)NC(c1cccc(F)c1)c1nc(-c2cccc(C(=O)O)c2)cs1 (stereo not given)	-41	-66	-4	-35	5	/	-13	-11	-15	-26	-55
CCCCn1c(-c2ccc(C(C)(C)C)cc2)nc2cc3[nH]c(=O)c(C(C)C)nc3cc21	11	1	-13	-8	27	-7	16	7	33	7	-6
CN(CC(=O)Nc1ccc(F)cc1)C(=O)Cn1c(=O)oc2ccccc21	6	2	-1	1	8	-1	-2	-3	2	4	-19
CCC(CC)Nc1ccc(C(CC(N)=O)NC(=O)Cc2cccc3ccccc23)cc1[N+](=O)[O-] (stereo not given)	-3	1	-10	-5	26	0	0	-2	-12	-26	7

The list continues.
SMILES	Shn3 3UTR inh	TROY signal inh	KKLEB cytotox	LRH-1 inv ag	CF NFkB inh	LMP1 NFkB inh	C8 TRAIL sens	NR2F2 inh	TWEAK Fn14 block	NCOA1 inh	SRC3 inh
COc1ccccc1OCC(=O)Nc1ccc(S(=O)(=O)Nc2nc(C)cc(C)n2)cc1	3	-9	-5	-20	3	-1	12	-1	-4	-9	8
COc1ccc(S(=O)(=O)N2CCC(N3CCCCC3)CC2)cc1	1	0	0	-25	-12	-9	0	-13	-11	12	10
CC(=O)Nc1cc2nn(-c3ccccc3)nc2cc1C	5	6	3	-115	-24	-1	46	-33	50	-75	-108
O=C(/C=C/c1ccc(Cl)cc1)NCCCN1CCOCC1	1	0	-4	5	4	-7	5	-1	13	-76	-16
CCn1c(C2CC(=O)N(c3ccc(C)c(C)c3)C2)nc2ccccc21 (stereo not given)	18	-10	8	-6	0	0	-13	-16	1	0	-2
CCOc1ccccc1NC(=O)CCS(=O)(=O)c1cccs1	9	3	-15	-2	10	-21	-14	-8	14	3	18
Cc1cc(C)c(NC(=O)CCCN2CCCC2)c(C)c1	4	-9	5	-9	6	0	-7	0	32	-14	7
CCCCn1c(O)c(N=NC(=O)c2ccncc2)c2cc(Br)ccc21	15	16	-2	6	9	10	7	-3	-11	13	12
Cc1ccc(N(CC(=O)NCc2ccc3c(c2)OCO3)C(=O)c2csnn2)cc1	-14	-16	6	7	-1	-7	27	3	15	-15	-1
CC(=O)c1cn(C(=O)c2ccc(Cl)cc2)c2ccccc12	-11	-13	4	13	11	0	-19	-15	25	0	-6
O=C(NCC1OCCCN1S(=O)(=O)c1ccc(F)cc1)C(=O)NC1CCCC1 (stereo not given)	-1	-20	-5	-2	15	4	-19	11	4	6	17
c1cncc(-c2ccnc3ncnn23)c1	9	-2	-24	11	12	-6	0	-10	11	9	1
O=C(Nc1ccc2[nH]c(=O)[nH]c2c1)c1cccc([N+](=O)[O-])c1	19	11	-15	7	-5	2	-5	-27	17	-18	-13
Cc1ccc(C2CC(C(F)(F)F)n3nc(C(=O)NCc4c(C)nn(C)c4C)c(Cl)c3N2)cc1 (stereo not given)	72	58*	23	23	-20	35	22	45*	34	26	33
COc1ccc(OC)c(S(=O)(=O)CC(O)CS(=O)(=O)c2ccccc2)c1 (stereo not given)	8	-13	-6	4	23	-7	3	-1	-6	1	13
N=C1C(c2nc3ccccc3[nH]2)=C(O)CN1C1CCCCC1	-83	-19	4	-58	9	-18	28	-23	-25	-148	-39
CCN(c1ccc(NC(=O)CN2C(=O)NC3(CCOc4ccccc43)C2=O)cc1)C(C)C (stereo not given)	-11	15	1	5	-11	-8	7	-3	-10	3	14
CCN(C(=O)c1ccc(NC(C)=O)cc1)c1ccccc1C	-4	10	4	7	-1	3	0	-7	5	9	1
CSC(=NS(=O)(=O)c1ccc(N)cc1)NS(=O)(=O)c1cccs1	-27	2	4	7	2	1	-8	9	-11	0	-7
Cc1ccc(NC(=O)Cn2c(=O)c3cccn3c3ccccc32)cc1	4	-16	1	-6	23	-4	5	-16	-5	2	-14
COC(=O)CCC(=O)Nc1sc(C)c(C)c1C(N)=O	-4	8	4	3	-16	1	3	6	13	10	12
Cc1n[nH]c(=O)c2c(NC(=O)CSc3ccccc3Cl)oc(C)c12	-22	10	8	-9	-4	-5	9	-9	-1	-13	-23
CC(C)Oc1cc(F)ccc1-c1cc(C(=O)NC2CCCCC2)[nH]n1	-4	-14	9	-1	-2	/	21	-3	-11	-5	-30
CC1C=CC(C)C(C(=O)c2ccccc2)C1C(=O)c1ccccc1 (stereo not given)	11	-13	-3	-13	-5	1	6	14	-2	5	5
O=C(O)c1ccc(S(=O)(=O)c2ccc3c(c2)C(=O)N(CC2CCCO2)C3=O)cc1 (stereo not given)	8	-6	6	-3	-6	-5	5	-4	22	-86	13

(next part)
SMILES	Shn3 3UTR inh	TROY signal inh	KKLEB cytotox	LRH-1 inv ag	CF NFkB inh	LMP1 NFkB inh	C8 TRAIL sens	NR2F2 inh	TWEAK Fn14 block	NCOA1 inh	SRC3 inh
Cc1cc2ncn(CC(O)COc3cccc(C(=O)O)c3)c2cc1C (stereo not given)	-15	9	9	3	5	-4	6	8	2	4	-2
O=C(c1ccc(Cl)cc1)N1CCCC(C(=O)N2CCc3ccccc3C2)C1 (stereo not given)	-46	-15	-13	-8	7	-10	-25	-7	-1	-9	-1
CC1=NC(C)(C)Cc2ccccc21	2	-10	1	2	-4	11	-12	8	7	-19	-3
CCOc1ccc(Br)cc1S(=O)(=O)Nc1ccc(Cl)c(S(=O)(=O)N(CC)c2ccccc2)c1	18	44	6	-5	8	2	6	10	37	1	1
COc1ccccc1-c1nnc(NC(=O)c2ccc(S(=O)(=O)N3CCCC3)cc2)o1	2	-5	10	-11	-20	-3	23	13	-20	-18	-5
O=C(Nc1nc(-c2cc3ccccc3oc2=O)cs1)c1ccco1	-8	-32	-4	-39	-20	11	13	-8	-17	-32	-13
Nc1nonc1-n1nnc(C(=O)N/N=C/c2cccc(F)c2)c1-c1ccccc1	2	19	-3	-3	13	-4	4	11	16	3	2
CCCCNC(=O)c1ccc(Cn2c(=S)[nH]c3c([nH]c4ccc(OC)cc43)c2=O)cc1	43	22	-63*	-3	60*	-4	70*	3	-25	-57	3
CNC(=O)c1nc(C)c(C2(C)CC(c3ccccc3)=NO2)s1 (stereo not given)	-4	6	4	3	11	-1	-11	12	11	-5	-7
CCOC(=O)C1(CCOc2ccccc2)CCN(Cc2cnc(SC)nc2)CC1	30	5	0	0	7	8	7	9	13	-23	11
CC(=O)c1ccc(N2CCN(S(=O)(=O)c3cc4c(cc3C)NC(=O)CO4)CC2)cc1	-13	-6	13	15	-16	6	-18	1	-13	5	-16
CCC(=Nc1ccc(Cc2ccncc2)cc1)c1c(O)n(C)c(=O)n(C)c1=O	10	-7	7	-16	-16	8	-8	7	3	6	-1
COc1cccc(CNC(=O)CN2C(=O)COc3ccc(S(=O)(=O)N4CCCCCC4)cc32)c1	20	-23	-1	16	-4	0	30	4	0	-8	22
CCOC(=O)N1CCN(c2c(NCCOC)c(=O)c2=O)CC1	14	2	-5	-1	-4	0	-3	3	-11	-6	-40
CCOC(=O)c1nnn(-c2nonc2N)c1COc1cc(C)c(Cl)c(C)c1	5	-22	3	8	5	-9	7	6	-7	11	-9
Cc1[nH]c(=O)[nH]c(=O)c1S(=O)(=O)N1CCCC1	-5	6	-4	3	-2	-12	0	-25	-6	5	20
Cc1ccccc1NC(=O)c1c(C)cc(=O)oc1C	1	-15	-1	5	4	-2	2	9	7	6	9
CCN(CC(=O)Nc1ccccc1OC)C(=O)c1cc(-c2ccccc2)nn1-c1ccccc1	5	5	-6	12	-4	-1	-1	14	5	-4	-3

2 entries drawn at random from those above, as already listed:
SMILES	Shn3 3UTR inh	TROY signal inh	KKLEB cytotox	LRH-1 inv ag	CF NFkB inh	LMP1 NFkB inh	C8 TRAIL sens	NR2F2 inh	TWEAK Fn14 block	NCOA1 inh	SRC3 inh
CCC(=Nc1ccc(Cc2ccncc2)cc1)c1c(O)n(C)c(=O)n(C)c1=O	10	-7	7	-16	-16	8	-8	7	3	6	-1
CCN(CC(=O)Nc1ccccc1OC)C(=O)c1cc(-c2ccccc2)nn1-c1ccccc1	5	5	-6	12	-4	-1	-1	14	5	-4	-3
